# Assay outcomes from PubChem BioAssay.
# MITF primary – blocks human microphthalmia-associated transcription factor. AlphaScreen MITF homodimerization, bead proximity signal. inhibition, % at 2.6 µM. hit rate 0.91% among 650,000. AID 1259374; in the data active = inhibition above about 50%;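 note: 0% = vehicle wells with protein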
# TEAD-YAP block – TEAD-YAP interaction inhibition | hit rate 1.4% among 640,000 | HEK-TIYL cells, TEAD-Gal4/YAP UAS-luciferase luminescence | AID 1259422 | inhibition, % at 9.12 µM; in the data active = inhibition above about 32%;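 note: 0% = median of test compound wells and 100% = reference inhibitor wells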
# GPR151 activ – activators of human GPR151; Q8TDV0; PathHunter beta-arrestin GPR151 cells, luminescence; activation, % at 11.2 µM; hit rate 1% among 650,000; AID 1508602; in the data active = activation above about 4.9%;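 note: 0% = median of compound wells and 100% = cells with positive control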
# Target sequence (Q8TDV0 whole entry, looked up): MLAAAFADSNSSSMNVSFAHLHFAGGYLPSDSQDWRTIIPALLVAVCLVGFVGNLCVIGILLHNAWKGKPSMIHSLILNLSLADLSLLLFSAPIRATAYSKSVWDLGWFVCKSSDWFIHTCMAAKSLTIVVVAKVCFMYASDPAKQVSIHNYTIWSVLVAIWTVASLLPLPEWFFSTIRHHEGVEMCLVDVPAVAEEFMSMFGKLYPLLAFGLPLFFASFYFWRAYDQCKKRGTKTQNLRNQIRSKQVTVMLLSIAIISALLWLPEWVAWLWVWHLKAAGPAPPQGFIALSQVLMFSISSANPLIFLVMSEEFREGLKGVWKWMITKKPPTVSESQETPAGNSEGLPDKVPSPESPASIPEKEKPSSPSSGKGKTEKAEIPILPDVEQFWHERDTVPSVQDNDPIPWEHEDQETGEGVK
# FBW7 act – activators of human E3 ligase FBW7. AID 1259310. AlphaScreen FBW7–phospho-cyclin E peptide binding, activator screen. Q969H0. normalized activity (activation), % at 26.1 µM. hit rate 0.13% among 650,000; in the data active = normalized activity above about 1.9%;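 note: purified mutant Fbw7 with reduced substrate affinity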
# Target sequence (Q969H0 whole entry, looked up): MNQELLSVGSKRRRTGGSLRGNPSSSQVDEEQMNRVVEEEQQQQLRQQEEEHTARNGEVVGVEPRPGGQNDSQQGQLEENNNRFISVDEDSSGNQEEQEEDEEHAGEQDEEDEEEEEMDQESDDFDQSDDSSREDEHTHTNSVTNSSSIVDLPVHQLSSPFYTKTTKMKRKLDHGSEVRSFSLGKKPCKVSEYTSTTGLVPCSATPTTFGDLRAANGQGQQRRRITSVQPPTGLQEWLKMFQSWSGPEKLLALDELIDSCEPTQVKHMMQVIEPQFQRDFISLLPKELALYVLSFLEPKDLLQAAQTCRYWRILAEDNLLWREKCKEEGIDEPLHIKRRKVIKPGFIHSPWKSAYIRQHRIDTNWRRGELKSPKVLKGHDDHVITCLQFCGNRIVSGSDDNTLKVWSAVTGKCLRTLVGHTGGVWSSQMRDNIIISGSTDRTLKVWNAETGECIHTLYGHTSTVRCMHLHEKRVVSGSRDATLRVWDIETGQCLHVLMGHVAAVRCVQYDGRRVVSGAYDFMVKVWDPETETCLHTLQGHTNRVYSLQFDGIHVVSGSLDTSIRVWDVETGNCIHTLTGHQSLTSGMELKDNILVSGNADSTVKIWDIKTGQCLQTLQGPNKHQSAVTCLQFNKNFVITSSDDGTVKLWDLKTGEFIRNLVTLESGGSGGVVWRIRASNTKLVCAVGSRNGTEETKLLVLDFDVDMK
# Numbers without * were called inactive; i = inactive.
SMILES,MITF primary,TEAD-YAP block,GPR151 activ,FBW7 act
CCCCC(O)(CCN1CCOCC1)c1ccc(Cl)cc1 (stereo not given),0,2,0.1,-0.2
O=C(CSc1nc2c(cnn2-c2ccc(F)cc2)c(=O)[nH]1)c1ccc(Cl)cc1,-5,-13,3.8,0.0
COc1ccc(S(=O)(=O)Nc2cc(F)ccc2C)cc1,5,52*,-0.9,0.2
Cc1ccccc1-c1nnc(-c2ccccc2)o1,-7,-61,-4.1,0.0
CCc1cccc(C)c1NC(=O)CSc1n[nH]c(N)n1,2,0,0.1,-0.1
O=C(c1cccnc1)N1N=C(c2cccnc2)CC1(O)C(F)(F)F (stereo not given),-1,1,-0.3,-0.3
Cc1cccc(Cn2c(C(=O)O)c(CNC3CC3)c3ccccc32)c1,-8,8,3.6,0.2
COc1ccc(-c2nc(/C=C3\C(C)=Nc4ccccc43)c(O)o2)cc1,10,-5,1.0,-0.1
CSc1nc2c(c(=O)n1-c1ccc(F)cc1)SCC2,-16,-15,0.9,0.3
CCN(CC)C(=O)CSC1=NC(=O)CC(=O)N1c1ccc(F)cc1,9,-2,0.1,-0.1
Fc1cccc(C2NCCc3c2[nH]c2ccccc32)c1 (stereo not given),-15,8,-0.1,-0.2
O=C1c2cc([N+](=O)[O-])cc3cc([N+](=O)[O-])cc(c23)C(=O)N1c1ccc(Cl)cc1,6,5,-0.2,-0.5
CSc1ccc(C2C3=C(CC(C)(C)CC3=O)Nc3ccc4ncccc4c32)cc1 (stereo not given),0,-9,1.3,0.0
O=C(NCCc1ccccc1)C(c1cccs1)N(C(=O)c1csnn1)C1CC1 (stereo not given),7,-9,2.4,-0.1
COc1cccc(N2CCN(S(=O)(=O)c3c(C)[nH]c(=O)[nH]c3=O)CC2)c1,3,-11,0.6,-0.2
CCOC(=O)c1ccc(NC(=O)N2CCC(CN3CCc4ccccc4C3)CC2)cc1,17,-7,-1.6,-0.1
Cc1cc(Br)cc(C)c1OCC(=O)N/N=C/c1ccc(O)c([N+](=O)[O-])c1,12,0,-0.7,-0.1
O=C(O)C(Oc1ccc2ccc(=O)oc2c1)c1ccccc1 (stereo not given),-6,-2,-0.8,0.0
Cc1ncc(-c2ccncc2)c(C2CCCN(S(C)(=O)=O)C2)n1 (stereo not given),10,0,-0.2,0.5
CC(C)n1c(N2CCOCC2)nc2c(NCc3cccc(C(F)(F)F)c3)ncnc21,-15,-10,-1.4,-0.1
O=C(Nc1ccc(N2CCOCC2)cc1)c1cc2c(s1)CCC2,9,-34,-0.2,-0.3
COc1ccc(-c2noc(CC(=O)NCc3ccc(F)cc3)n2)cc1,1,5,0.7,-0.1
O=C(Nc1ccc(-c2ccncc2)c(C(F)(F)F)c1)C1COc2ccccc2O1 (stereo not given),53*,-22,-0.7,0.1
O=C(Nc1cccc(F)c1)c1c[nH]c(=O)[nH]c1=O,17,6,-3.5,0.0
NS(=O)(=O)c1ccc(N2CCC(c3ccc(Cl)cc3)=N2)cc1,13,-6,1.4,1.8
CN(C)c1c([N+](=O)[O-])c(=O)oc2ccccc12,10,4,-4.0,0.0
Cc1nc2sc3c(c2c(=O)n1/N=C/N(C)C)CCC(C(C)(C)C)C3 (stereo not given),13,-15,1.7,0.4
OCCNc1nc(N2CCOCC2)nc2nc[nH]c12,5,-4,-0.7,-0.1
O=C(/C=C/c1ccccc1Cl)NCCOc1cccc2cccnc12,12,3,1.7,-0.2
CCc1ccc(NC(=O)C(=O)N/N=C(\C)CC(=O)Nc2ccc(OC)cc2)cc1,7,-2,-0.4,0.1

# An excerpt from above in order of heavy-atom count, lowest first:
SMILES,MITF primary,TEAD-YAP block,GPR151 activ,FBW7 act
OCCNc1nc(N2CCOCC2)nc2nc[nH]c12,5,-4,-0.7,-0.1
Cc1nc2sc3c(c2c(=O)n1/N=C/N(C)C)CCC(C(C)(C)C)C3 (stereo not given),13,-15,1.7,0.4
O=C(/C=C/c1ccccc1Cl)NCCOc1cccc2cccnc12,12,3,1.7,-0.2

# Next section
SMILES,MITF primary,TEAD-YAP block,GPR151 activ,FBW7 act
Cc1ccsc1C(=O)N1CCOc2ccc(CN3CCN(c4ncccn4)CC3)cc2C1,-4,0,0.3,0.2
COc1cc(/C=N/n2cnnc2)ccc1OCc1cccc(C(=O)O)c1,37,78*,-6.9,0.0
O=C(NNC(=O)c1cc2ccccc2oc1=O)c1ccncc1,18,2,-0.7,0.1
Cc1ccc(-n2cc(-c3ccccc3)c3c(N(C)C4CCCCC4)ncnc32)cc1Cl,-10,10,1.3,0.1
O=C(CC1C(=O)N(c2ccc(Cl)cc2)C(=S)N1Cc1cccs1)Nc1ccc(F)cc1 (stereo not given),4,7,1.2,0.1
Cc1ccc([N+](=O)[O-])cc1N/C=C/C(=O)c1ccccc1,-6,15,0.4,-0.1
COc1ccc(S(=O)(=O)N(CC(=O)N2CCCC2)c2ccc(Cl)cc2)cc1,11,6,0.4,0.4
CC(NC(=O)COc1ccccc1)C(=O)NCc1ccc(S(N)(=O)=O)cc1 (stereo not given),-2,7,0.5,0.0
CCOC(=O)C1=C(C)NC2=C(C(=O)C(C(=O)OCC)C(c3ccc(OC)cc3)C2)C1c1ccc2c(c1)OCO2 (stereo not given),-6,4,-0.3,-0.1
CCCC1CCC(=NNC(=O)OC(C)(C)C)CC1 (stereo not given),18,-51,-0.8,0.8
COc1cccc(CN2CCC(C(=O)NCCc3ccccc3)CC2)c1O,i,-20,-1.0,-0.1
O=C(Nc1ccc(Cl)cn1)c1cnc(N2CCN(c3ccccn3)CC2)c2ccccc12,11,11,-0.3,-0.1
COc1ccc(-n2c(=S)[nH]c3cc(C(=O)NCCCN4CCCC4=O)ccc3c2=O)cc1OC,21,0,-0.9,0.0
O=C(CN1C(=O)c2ccccc2S1(=O)=O)Nc1ccc(O)cc1,-9,-6,-0.2,-0.1
CCC(C)(C)NC(=O)CN(C(=O)C(=O)Nc1ccc2c(c1)OCCO2)c1ccccc1,-18,3,0.0,0.0
CC1S/C(=C(/C#N)C(N)=O)N(c2ccccc2)C1=O (stereo not given),-3,-3,-0.7,0.2
CCc1ccccc1Nc1nc(N)nc(Cn2nc(C)c([N+](=O)[O-])c2C)n1,0,-5,-0.4,-0.1
CCOc1cccc(/C=N/NC(=O)c2ccccc2O)c1O,41,88*,-7.6,-1.0
O=C(CC1Oc2ccc(Cl)cc2NC1=O)NC1CCCC1 (stereo not given),-8,-9,-1.5,0.2
Nn1cnnc1N/N=C/c1ccc(Cl)cc1,16,-2,-0.1,-0.4

# A draw from above in order of number of heavy atoms, lowest first.
SMILES,MITF primary,TEAD-YAP block,GPR151 activ,FBW7 act
Nn1cnnc1N/N=C/c1ccc(Cl)cc1,16,-2,-0.1,-0.4
CCCC1CCC(=NNC(=O)OC(C)(C)C)CC1 (stereo not given),18,-51,-0.8,0.8
CC1S/C(=C(/C#N)C(N)=O)N(c2ccccc2)C1=O (stereo not given),-3,-3,-0.7,0.2
O=C(CC1Oc2ccc(Cl)cc2NC1=O)NC1CCCC1 (stereo not given),-8,-9,-1.5,0.2
CCOc1cccc(/C=N/NC(=O)c2ccccc2O)c1O,41,88*,-7.6,-1.0
O=C(CN1C(=O)c2ccccc2S1(=O)=O)Nc1ccc(O)cc1,-9,-6,-0.2,-0.1
CC(NC(=O)COc1ccccc1)C(=O)NCc1ccc(S(N)(=O)=O)cc1 (stereo not given),-2,7,0.5,0.0
O=C(CC1C(=O)N(c2ccc(Cl)cc2)C(=S)N1Cc1cccs1)Nc1ccc(F)cc1 (stereo not given),4,7,1.2,0.1
O=C(Nc1ccc(Cl)cn1)c1cnc(N2CCN(c3ccccn3)CC2)c2ccccc12,11,11,-0.3,-0.1
COc1ccc(-n2c(=S)[nH]c3cc(C(=O)NCCCN4CCCC4=O)ccc3c2=O)cc1OC,21,0,-0.9,0.0
CCOC(=O)C1=C(C)NC2=C(C(=O)C(C(=O)OCC)C(c3ccc(OC)cc3)C2)C1c1ccc2c(c1)OCO2 (stereo not given),-6,4,-0.3,-0.1

# The list continues.
SMILES,MITF primary,TEAD-YAP block,GPR151 activ,FBW7 act
O=C(O)C1CCC(N2C(=O)C3CCCCC3C2=O)CC1 (stereo not given),7,1,-0.2,0.0
COc1ccc(/C=C2/N=C(c3cccc4ccccc34)OC2=O)cc1OC,16,4,-1.6,0.1
O=C1CC(C(=O)NCc2ccccc2)Cc2nc(NC(=O)C3CCC3)sc21 (stereo not given),8,-20,-0.2,0.3
COc1ccc(-n2cc(C(=O)Nc3cc(OC)c(OC)c(OC)c3)c3ccccc3c2=O)cc1,-10,-2,2.6,-0.1
COc1ccccc1CNC(=O)c1nn(-c2ccccc2OC)c(=O)c2ccccc12,14,1,-0.6,0.0
COc1ccc(-n2c(SCc3ccc(Br)cc3)nc3sc4c(c3c2=O)CCC(C(C)(C)C)C4)cc1 (stereo not given),12,-2,-0.6,0.1
CCOC(=O)C(Cc1ccc(C(F)(F)F)cc1)(NC(C)=O)C(=O)OCC,-6,2,0.0,0.1
COc1ccc(-c2cc(C(=O)O)c3ccccc3n2)c(OC)c1,-14,18,0.1,0.0
CCOc1ccc(C2Nn3c(C)nnc3SC2C(=O)Nc2ccccc2F)cc1 (stereo not given),-7,5,0.5,-0.1
CCOC(=O)c1c(-c2ccc(OC)c(OC)c2)csc1NC(=O)CCN1CCN(C)CC1,81*,5,-0.8,-0.2
O=C(c1ccc(CNS(=O)(=O)c2ccc(Cl)cc2)cc1)N1CCC2(CC1)OCCO2,-2,2,1.3,-0.1
OCCNc1cc(NCCN2CCOCC2)ncn1,-9,-14,2.3,0.1
COCCn1nnnc1C(c1ccccc1F)N1CCN2CCCC2C1 (stereo not given),2,12,-1.3,1.2
COc1ccc(/C=C/C(=O)Oc2ccc(OC)cc2)cc1,18,-1,-0.1,-0.1
COc1ccccc1-c1c(C(F)(F)F)oc2cc(OC(=O)C(C)(C)C)ccc2c1=O,10,10,0.5,0.2
CCn1ccnc1CN1CCc2c([nH]c3ccccc23)C1c1cccc(C)n1 (stereo not given),17,-35,1.4,0.0
CCOCCCNc1c(-c2ccccc2)nc2cnccn12,9,6,5.6*,0.1
Cc1ccc(C(=O)/C=C/c2ccc(N(C)C)cc2)o1,-20,-36,0.1,0.5
COc1cccc(-c2nc(-c3cc4ccccc4[nH]c3=O)no2)c1,2,-15,-1.5,-0.1
CCN(CC)c1nc2ccccc2n(CC(=O)Nc2ccc(F)cc2F)c1=O,9,-1,2.1,-0.2
O=C(NNC(=O)c1cc[n+]([O-])cc1)c1ccncc1,-7,3,1.2,-0.1
C=CC1(C)CCC2C(O1)c1ccccc1OC2(C)CCC=C(C)C (stereo not given),-1,4,-0.6,0.0
CCc1cc(C(=O)OC)c(NC(=O)CC2SC(N)=NC2=O)s1 (stereo not given),14,3,0.1,-0.2
O=C(/C=C/c1ccccc1)Nc1ccc2nc(SCC(=O)NCc3ccccc3)sc2c1,-7,-13,-0.3,-0.1
COCc1cc(C)nc(SCC(=O)N2CCOCC2)c1C#N,7,12,0.9,0.0
COc1ccc(CNC(=O)C2Cc3ccccc3CN2S(=O)(=O)c2ccc(C)cc2)cc1 (stereo not given),3,2,0.8,-0.1
Cc1cccc2c1CC(C)(C)N=C2C1=C(O)CCCC1=O,-14,-10,-1.0,-0.1
COc1ccc2ccccc2c1C1CC(=O)N2CN(C)CSC2=C1C#N (stereo not given),12,0,-0.6,0.2
Fc1ccc(-c2cc3ncnc(N/N=C/c4ccncc4)c3s2)cc1,-6,-4,0.4,-0.1
O=S(=O)(NCCN1CCOC(c2ccccc2)C1)c1cc(Cl)ccc1Cl (stereo not given),18,11,-0.6,0.9
COc1cccc(/C=N/N2C(=O)c3cccc4cccc(c34)C2=O)c1OC,10,-1,-0.1,-0.1
Cc1ccnc(NC(c2ccc(Cl)cc2)c2ccc3cccnc3c2O)c1 (stereo not given),13,84*,0.6,-1.0
COc1cccc(C(=O)Nc2ccccc2C(N)=O)c1,3,-18,-0.6,0.0
CCCCc1nc(SCC#N)c2c(=O)n(C)c(=O)n(C)c2n1,-14,-7,-1.1,-0.1
CC(=O)Nc1nnc(-c2cccc([N+](=O)[O-])c2)s1,14,18,-2.3,0.4
COc1ccc(NC(=O)c2ccc(Br)o2)cc1OC,-2,-22,0.7,1.2
c1ccc(OCCNc2nc(N3CCOCC3)nc3nc[nH]c23)cc1,0,0,0.9,0.0
COc1ccc(C2CC(=O)C3=C(C2)Nc2ccccc2NC3c2cc(Cl)c(O)c(OC)c2)cc1OC (stereo not given),11,0,-1.6,-0.1
COc1ccc(NC(=O)CSc2nc3n[nH]c(C)c3c(=N)n2-c2cccc(Cl)c2C)c(OC)c1,5,-6,-0.5,0.4
Cc1c(Cl)c(C(=O)Nc2ccc(N(C)C)cc2)nn1C,10,-11,-1.8,-0.1
Nc1nc2n(n1)C(c1cccc(Cl)c1)CC(c1ccc(F)cc1)N2 (stereo not given),6,-8,0.9,-0.1
CCC(C)OC(=O)C1=C(C)NC(=O)NC1c1ccc(OCc2ccccc2)cc1 (stereo not given),-3,-9,-1.0,-0.1
COC(=O)c1ccc(NC(=O)c2c(OC)cccc2OC)cc1,0,2,1.2,-0.1
COc1ccc(C)cc1Nc1ncnc2c1c(-c1ccccc1)cn2-c1ccc(F)cc1,7,4,1.9,0.4
CCCN1C(=O)C2ON(c3ccccc3)C(c3ccc(O)c(OC)c3)C2C1=O (stereo not given),1,0,1.6,0.0
CC(C)(C)P(=NC(=O)c1ccc([N+](=O)[O-])cc1)(c1ccncc1)N1CCCC1 (stereo not given),3,-1,0.0,0.1
C/C(O)=C(/C#N)c1nc2ccccc2n1C,-14,-8,-0.1,0.0
Cc1cc(C)c2c3c(oc2n1)C(=O)N(c1ccccc1)CC(=O)N3,-3,-7,1.4,-0.1
COc1ccc(C(=O)Nc2nc3ccc(-c4ccncc4)cc3s2)cc1,-1,17,1.0,-0.2
